Screening results (PubChem)
TDP1 cell CPT: growth inhibition of DT40 Tdp1-/-;hTDP1 cells with camptothecin (screen for TDP1 inhibitors) | chicken DT40 Tdp1-/-;hTDP1 cells + 20 nM CPT, ATP luminescence, 48 h | Potency, µM (series often up to 46.2 µM), for inactives: at the top dose activity change, negative = growth inhibition, hits mostly inhibitors | 420,000 compounds, 12% hits; note: nearly all actives have a fitted effect of over 55% in size
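Chicken DT40 Tdp1-/- cells stably complemented with human TDP1 were seeded at 400 cells/well in medium containing 20 nM camptothecin, exposed to pin-transferred compounds, and grown at 37 °C for at least 48 hr. Viability was read as ATP luminescence.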
N370S GC mod: inhibitors or activators of N370S glucocerebrosidase for Gaucher disease; AID 2101; N370S GC spleen homogenate, 4MU-glucoside fluorescence; Potency, µM (top dose mostly 59.4 µM), without a hit: at the highest dose activity change, negative = inhibition, most hits filed as inhibitors; 330,000 compounds, 0.092% hits; P04062;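 note: 0% = full enzyme activity and -100% = no enzyme basal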
FEN1 inhibitor: blocks human flap endonuclease 1 | 390,000 compounds, 0.35% hits | Recombinant FEN1 flap cleavage, fluorescence, 15 min | Potency, µM (doses to about 114 µM), for the others: top-dose activity change, negative = inhibition, usual class: inhibitors | AID 588795 | P39748; note: nearly all actives have a fitted effect of over 65% in size
Target sequence (P39748 whole entry, looked up): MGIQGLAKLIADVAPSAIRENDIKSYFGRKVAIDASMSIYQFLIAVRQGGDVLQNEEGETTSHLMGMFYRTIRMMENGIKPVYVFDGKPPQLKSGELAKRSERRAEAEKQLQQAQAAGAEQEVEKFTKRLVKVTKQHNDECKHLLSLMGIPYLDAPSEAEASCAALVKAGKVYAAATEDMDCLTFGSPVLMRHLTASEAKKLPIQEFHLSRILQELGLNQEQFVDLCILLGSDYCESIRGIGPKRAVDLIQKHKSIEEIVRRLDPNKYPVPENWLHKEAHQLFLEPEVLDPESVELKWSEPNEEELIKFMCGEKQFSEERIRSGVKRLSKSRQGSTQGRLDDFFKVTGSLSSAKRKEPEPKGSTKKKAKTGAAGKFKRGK
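In this screen, 50 nM flap DNA substrate was added to 10 nM FEN1 pretreated with compound for 15 min at room temperature; cleavage was followed with reads at 0 and 15 min, and Hill fitting gave concentration–response parameters.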
* marks the source's active call; other numbers are inactive results; ? = inconclusive; nt = not tested or not shown; & = joins results of further samples; [ ] = dose if it differs, or a comment. Calls come from the whole dose curve; as a rule, active = well fitted curve in the direction sought with a large enough effect; inconclusive = small, poorly fitted or top-dose-only effect, or another doubt; inactive = no such curve, though single readings can be large; an effect the other way counts as inactive or inconclusive. Unless noted, % is set by controls: 0 for no effect and ±100 for the full control effect; potency is the fitted concentration of half-maximal effect. The list is partial; the hit share may differ from the screen's.

item	Compound	N370S GC mod	FEN1 inhibitor	TDP1 cell CPT
1	CCC/C=N/Nc1nnc(Cc2ccc(OC)c(OC)c2)c(=O)[nH]1	-4%	18%	-3%
2	c1ccc(CSc2ccc(-c3cccs3)nn2)nc1	-3%	0%	11%
3	O=C(NC1CCCC1)C(c1ccc(F)cc1)N(C(=O)c1csnn1)C1CC1 (configuration not stated)	-8%	-6%	12%
4	COC(=O)c1ccc(NC(=O)c2ccc3c(c2)C(=O)N(C)C3=O)cc1	-16%	12%	19%
5	COC(=O)c1ccccc1NC(=O)CN(Cc1ccccc1)S(C)(=O)=O	-4%	-10%	0%
6	Nc1nnc(-c2cccc(Cl)c2Cl)c(N)n1	-8%&2%&2%&-6%	-10%	0%&-8%&7%
7	CN(C)C(CNC(=O)C1CCN(S(=O)(=O)c2cc(Cl)ccc2Cl)CC1)Cc1ccccc1 (configuration not stated)	nt	-10%	-57%
8	Cc1ccc(OCC(=O)N/N=C\c2ccc(C)o2)c(C)c1	-7%	9%	-3%
9	O=C(c1ccc(F)cc1)N1CCN(c2ncccn2)CC1	1%	-1%	7%
10	COc1ccc(Br)cc1C(=O)N/N=C/c1ccc2c(c1)n(C)c(=O)n2C	?	7%	24%
11	COCCN1Cc2cccc(C(=O)Nc3ccc(-c4nc5ccccc5[nH]4)cc3)c2C1=O	-5%	-5%	-23%
12	COc1ccc(C(=O)c2cn(Cc3ccccc3F)c3ccc(F)cc3c2=O)cc1	nt	-19%	?
13	CCOC(=O)c1cnc(SCc2ccc(C)cc2)nc1N	13%	-17%	-14%
14	COc1ccc(C(=O)Sc2nncc3ccccc23)cc1	7%	-13%	7%
15	CCOC(=O)Cc1csc(SCc2cc(=O)oc3cc(O)ccc23)n1	-5%	-14%	?
16	O=C(OCC(=O)N1CCN(S(=O)(=O)c2ccc(Cl)cc2)CC1)C1CCC1	-7%	0%	-7%
17	O=C(CSc1cn(CCNC(=O)c2ccccc2F)c2ccccc12)Nc1ccc2c(c1)OCCO2	nt	0%	23µM*
18	Cc1cccc(N2CCN(C(=O)c3ccoc3C)CC2)c1C	10%	-5%	?
19	COc1ccc(Cn2c(CNS(=O)(=O)c3ccc(Cl)s3)nc3cccnc32)cc1	nt	6%	?
20	Fc1ccc(-n2nnc(-c3ccnc4ccccc34)n2)cc1	6%	-13%	-26%
21	O=S(=O)(c1ccc(F)cc1)N1CCN(CC(O)COc2ccccc2F)CC1 (configuration not stated)	-11%	-6%	-1%
22	O=C(Nc1ccccc1C(=O)N/N=C/c1ccccc1)c1ccco1	3%	1%	5%
23	COc1cc(C(=O)NNC(=S)NC(=O)c2ccccc2C)cc(OC)c1OC	-2%	5%	16µM*
24	Cc1ccc(-c2csc(NC(=S)NC(=O)c3cc4ccccc4o3)n2)cc1	9%	0%	-2%
25	COc1c(/C=N/Nc2nc(N3CCCCC3)nc(N3CCCCC3)n2)cccc1[N+](=O)[O-]	6%	-14%	?

Carrying on:
item	Compound	N370S GC mod	FEN1 inhibitor	TDP1 cell CPT
26	Cc1ccc(-n2ncc(C(=O)NC3CCCCC3)c2C2CCN(C(=O)OC(C)(C)C)CC2)cc1	nt	0%	?
27	CC(C)(C)n1nc2c(c1NC(=O)Cc1ccccc1)CS(=O)(=O)C2	0%	5%	-5%
28	Cc1ncsc1CCC(=O)N1CCCC(Nc2ccc(F)c(F)c2)C1 (configuration not stated)	-1%	8%	13µM*
29	Cc1cccc(NC(=O)c2ccc(S(=O)(=O)N3CCC(C)CC3)cc2)n1	-6%	-13%	?
30	COc1ccc(OC)c(S(=O)(=O)Nc2cccnc2)c1	8%	3%	-4%
31	Cc1cccc(C2Nc3cccc4cccc(c34)N2)c1	-8%	-16%	?
32	O=C(CSc1ncccc1-c1nc2ccccc2[nH]1)Nc1ccc2c(c1)OCCO2	10%	-9%	4%
33	COc1ccc(NC(=O)CSc2nc(O)cc(=O)n2-c2ccccc2)cc1	-4%	-10%	5%
34	CCCC[N+](CC#Cc1ccccc1)(CCCC)CCCS(=O)(=O)[O-]	0%	14%	-6%
35	CCc1c(C2(O)CCCCC2)[nH]c2ccc(C#N)cc12	nt	12%	?
36	Cc1ccc(S(=O)(=O)c2nnn3c2nc(NC2CCN(Cc4ccccc4)CC2)c2ccccc23)cc1C	-22%	-3%	12µM*
37	Cc1ccc(CNC(=O)C2CCN(C(=O)c3cnn(-c4ccccc4)c3-n3cccc3)CC2)cc1	nt	-17%	12µM*
38	CC(=O)N1CCN(S(=O)(=O)c2cccc(C(=O)OCC(=O)N(Cc3ccccc3)C(C)(C)C)c2)CC1	nt	15%	-22%
39	CCCC[C@@H]1CNCCN1CC1(c2ccccc2)CC1	-3%	3%	12µM*
40	COc1ccc(NC(=O)CCN2C(=O)[C@@H]3[C@H](C2=O)[C@H]2C=C[C@@H]3C2)cc1	-1%	-2%	?
41	c1ccc(CCCc2nc(-c3cccnc3)no2)cc1	-4%	-5%	16%
42	COc1ccc(CCNC(=O)c2cccc([N+](=O)[O-])c2)cc1OC	nt	13%	?
43	CCc1cccc(NC(=O)CC(c2ccc(OC)cc2)N2Cc3ccccc3C2=O)c1 (configuration not stated)	nt	-9%	21µM*
44	CCc1ccc(C2=NN(CCC(=O)NCC3CCCO3)C(=O)CC2)cc1 (configuration not stated)	-12%	2%	-3%
45	C=CCC(C=C)S(=O)(=O)c1ccc(C)cc1 (configuration not stated)	0%	0%	-19%
46	Cc1c(C(=O)Nc2ccccc2Cl)sc2ncnc(N(C)C3CCCCC3)c12	nt	4%	-11%
47	CC(=O)Nc1cccc(OC(=O)c2ccoc2C)c1	-14%	-7%	12%
48	Cc1ccc(S(=O)(=O)Nc2c(C)nn(C)c2C)cc1	18%	4%	-16%
49	CCCN(CC(=O)Nc1cc(C)on1)S(=O)(=O)c1cccc(C(F)(F)F)c1	3%	-8%	-22%
50	C=CCc1ccc(OCCCCN2CC(C)OC(C)C2)c(OC)c1 (configuration not stated)	?	-3%	?

An excerpt from above in order of molecular weight, lowest first:
item	Compound	N370S GC mod	FEN1 inhibitor	TDP1 cell CPT
47	CC(=O)Nc1cccc(OC(=O)c2ccoc2C)c1	-14%	-7%	12%
48	Cc1ccc(S(=O)(=O)Nc2c(C)nn(C)c2C)cc1	18%	4%	-16%
44	CCc1ccc(C2=NN(CCC(=O)NCC3CCCO3)C(=O)CC2)cc1 (configuration not stated)	-12%	2%	-3%
43	CCc1cccc(NC(=O)CC(c2ccc(OC)cc2)N2Cc3ccccc3C2=O)c1 (configuration not stated)	nt	-9%	21µM*
36	Cc1ccc(S(=O)(=O)c2nnn3c2nc(NC2CCN(Cc4ccccc4)CC2)c2ccccc23)cc1C	-22%	-3%	12µM*

New compounds follow:
item	Compound	N370S GC mod	FEN1 inhibitor	TDP1 cell CPT
51	CC1=Nc2ccccc2NC(=O)C1Sc1nnc(C)s1 (configuration not stated)	4%	2%	2%
52	Cc1ccc(-c2nnc(N3CCCCC3)c3ccccc23)cc1	-1%	-1%	?
53	Cc1ccccc1NC(=O)Nc1nnc(N(C)Cc2ccccc2)s1	nt	1%	?
54	CC(C)OC(=O)CSc1nnc(-c2ccc(Cl)cc2)n1N	3%	-4%	-5%
55	CCc1noc(C)c1C(=O)N(CC)CC(=O)Nc1ccccc1C(F)(F)F	-3%	8%	-12%
56	COc1ccc(C(C)C)cc1S(=O)(=O)NCCCn1ccnc1	-4%	14%	11%
57	O=C(O)CSCCC(=O)Nc1ccc(F)cc1	17%	1%	-15%
58	CCCCn1c(CNC(=O)CCC)nc2ccccc21	10%	3%	-23%
59	O=C(NCc1ccc(Cl)cc1)c1ccc2oc(=O)n(Cc3ccccc3)c2c1	nt	0%	21µM*
60	CC1CCN(C(=O)COC(=O)c2ccc3c(c2)C(=O)N(Cc2ccco2)C3=O)CC1	-16%	4%	1%
61	COc1ccc(Cc2noc(CN(C)CCc3ccccc3)n2)cc1OC	-15%	-2%	?
62	CCOC(=O)Nc1nc(-c2ccccc2)c(C(=O)c2ccc(Cl)cc2)s1	-1%	-1%	0.73µM*
63	COc1ccc2cc(C#N)c(SCC(=O)Nc3nonc3C)nc2c1	-12%	0%	-12%
64	O=C(NC1CCCC1)C(=O)N(Cc1cccnc1)C(C(=O)NCc1ccco1)c1ccccc1F (configuration not stated)	-1%	0%	-3%
65	O=P(O)(CCc1ccccc1)C(O)c1ccccc1 (configuration not stated)	-3%	8%	-1%
66	O=S1(=O)c2ccccc2Nc2ccccc21	-7%	15%	8%
67	CCn1c(SCCN2CCCCC2)nc2c1c(=O)n(C)c(=O)n2C	nt	5%	-5%
68	Cc1ccc(S(=O)(=O)c2nc(S(=O)(=O)CCO)sc2N2CCOCC2)cc1	-13%	0%	-24%
69	NC(=O)c1sc2nccc(Nc3ccccc3)c2c1N	3%	-18%	10µM*
70	CC1=C(C#N)C(c2cccnc2)C2=C(CC(C)(C)CC2=O)N1 (configuration not stated)	28%	-4%	-28%
71	O=C(Nc1ccc(S(=O)(=O)N2CCCCC2)cc1)C1CC1	-4%	5%	-26%
72	CCS(=O)(=O)Nc1ccc(-c2ccc(NS(=O)(=O)CC)c(OC)c2)cc1OC	13%	2%	-68%
73	COc1cc2[nH]c(=S)nc(NCc3ccc(Cl)cc3)c2cc1OC	-28%	-4%	?
74	Cc1ccc(CCNC(=O)c2cccc(N3CCCC3=O)c2)cc1	-2%	-11%	-1%
75	Cc1cc(N2CCC(C(=O)Nc3ccccc3Cl)CC2)n2nc(C)c(-c3ccc(Cl)cc3)c2n1	nt	2%	7%

(list continues)
item	Compound	N370S GC mod	FEN1 inhibitor	TDP1 cell CPT
76	COc1cc(C(=O)Oc2c(Sc3ccccc3)c(C)nn2-c2ccccc2)cc(OC)c1OC	nt	?	-17%
77	CNc1nc(SC)nc(N(C)C#N)n1	7%	2%	-18%
78	Cc1cc(C)c(OCC(=O)Nc2cccc(O)c2)cc1C	0%	-2%	-28%
79	CC[C@H](C)[C@@H](C(=O)N1CCNCC1)n1cc([C@@H](N)Cc2ccc(O)cc2)nn1	11%	2%	-15%
80	COCCNC(=S)N(Cc1cccs1)Cc1cc2cccc(C)c2[nH]c1=O	24%	0%	-15%
81	CC(C)N(Cc1ccccc1)C(=O)c1ccc2nsnc2c1	3%	3%	?
82	CCCn1c(NCc2ccc(N(C)C)cc2)nc2ccccc21	-2%	12%	?
83	CCc1cccc(NC(=O)Cn2c(=O)n3nc(-c4cccc(F)c4)nc3c3ccccc32)c1	nt	7%	3.7µM*
84	O=C(NNC(=O)c1ccc2ccccc2c1O)c1ccccc1Cl	-3%	-3%	?
85	Nc1cc(N)nc(SCC(=O)N2CCN(C(=O)c3ccco3)CC2)n1	0%	0%	-5%
86	Cc1cc(=O)[nH]c(N/N=C/C2=C(N3CCOCC3)C(=C\c3ccc(Cl)cc3)/CC2)n1	-20%	13%	21µM*
87	O=C(OC(c1ccccc1)c1nccc2ccccc12)c1cccc([N+](=O)[O-])c1 (configuration not stated)	?	14%	?
88	C=CCN=Cc1c(C)[nH]n(-c2ccccc2)c1=O	6%	-3%	-2%
89	CCN(c1ccccc1)S(=O)(=O)c1nnc(NC(=O)COc2cccc(C)c2)s1	nt	-4%	5%
90	COc1ccc(NC(=O)COC(=O)CN2C(=O)C3CC=CCC3C2=O)c([N+](=O)[O-])c1 (configuration not stated)	nt	-6%	?
91	O=C(Nc1cc([N+](=O)[O-])ccc1C(=O)Nc1cccnc1)c1ccccc1	4%	-12%	-7%
92	COc1cc(NC(=O)c2ccc3c(c2)OCO3)c2ncccc2c1	4%	4%	?
93	COc1ccccc1NC(=O)c1cc2ccccc2o/c1=N\O	0%	-5%	21µM*
94	Cc1ccc(C)c(N2CCN(C(=O)c3ccc4c(=O)n(CCc5ccccc5)c(=O)[nH]c4c3)CC2)c1	nt	-7%	21µM*
95	CC(=O)c1ccc(N2CCN(C(=O)c3ccc(NC(=O)C4CCCO4)cc3)CC2)cc1 (configuration not stated)	-18%	-12%	-20%
96	O=C(NCCCN1CCOCC1)c1c(-c2ccccc2)sc2ccccc12	nt	37%[activator]	?
97	COc1ccc(NS(=O)(=O)c2cc(NC(=O)/C=C/c3cc(OC)c(OC)c(OC)c3)ccc2N2CCCCC2)cc1	-2%	0%	-8%
98	COC(=O)c1ccc(OC)c(Cn2c(=O)n(-c3cccc(Cl)c3)c(=O)c3c4c(sc32)CN(C(C)=O)CC4)c1	nt	12%	1%
99	CC1CCCCC1NC(=O)CSc1nnc(-c2ccncc2)n1CCCN(C)C (configuration not stated)	-4%	-4%	10%
100	COc1cccc(NC(=O)N2CCC(C(N)=O)(N3CCCCC3)CC2)c1	-16%	1%	-9%

(list continues)
item	Compound	N370S GC mod	FEN1 inhibitor	TDP1 cell CPT
101	CCN(CC)CCCNC(=O)c1nn(-c2ccc(OC)c(Cl)c2)c(=O)c2c1c1ccccc1n2C	nt	-8%	?
102	OCCNC1=NCCN1	-3%	8%	4%
103	COc1cccc(CN(C)C(=O)c2cccc(OCc3ccccc3)c2)c1	2%	0%	-13%
104	CCCCCn1c(=O)[nH]c2cc(C(=O)NCCN3CCOCC3)ccc2c1=O	nt	-1%	-29%
105	c1ccc(COCCN2CCN(CCOCc3ccccc3)CC2)cc1	12%	-7%	-25%
